# Xi reactivation: reactivates the inactive X chromosome in mouse fibroblasts. XiGFP mouse fibroblasts, % GFP-positive cells imaging, 3 d; cells co-treated with 5-aza-dC sensitizer; scaled so ellipticine positive control = 100%. activation, % at 7.58 µM. hit rate 0.055% among 360,000;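 active = mean normalized replicate activation at least 10% and every replicate at or above 10%; inconclusive = only one of the two criteria met; inactive = mean below 10% and not all replicates reach 10%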;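 also: 0% = median of on-plate neutral control wells and 100% = ellipticine 6 µM median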
#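 Material: XiGFP fibroblasts, SV40-immortalized; Buffer or medium: DMEM containing 5-aza-dC; Compound dosing: single point; Times: 3 days compound exposure.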
# ERp5 inh: inhibitors of human ERp5. hit rate 0.05% among 350,000. Q15084. AID 651711. ERp5 insulin aggregation, absorbance 650 nm, 90 min. inhibition, % at 9.99 µM;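 active = mean replicate inhibition above about 25%, with every replicate also reaching it, limit read from the data, passing the limit was not always enough; inconclusive = only one of those two criteria met; inactive = neither criterion met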
# esBAF inh: SWI/SNF esBAF complex inhibition. mouse ES cells, Bmi1-luciferase knock-in reporter, 24 h; 100% = twice the neutral-well signal. reporter increase, % at 12.5 µM. hit rate 2% among 350,000; in the data active = activation above about 40%; inconclusive = no clear call, values can overlap the other calls;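 also: 0% = median of the plate's neutral control wells and 100% = double that signal; a rise in the Bmi1 reporter signal indicates esBAF inhibition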
# ERAP1 HTS inh: blocks human ERAP1 aminopeptidase activity; Q9NZ08; recombinant ERAP1, Leu-AMC fluorescence, 60 min; inhibition, % at 10.7 µM; hit rate 0.15% among 340,000; AID 652197;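 active = mean replicate inhibition of at least 30%, or all replicates individually reaching that 30% level; inactive = mean below 30% and not every replicate reaching it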;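 also: 0% = neutral control wells and 100% = L-leucinethiol positive control wells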
# Target sequence (Q9NZ08 whole entry, looked up): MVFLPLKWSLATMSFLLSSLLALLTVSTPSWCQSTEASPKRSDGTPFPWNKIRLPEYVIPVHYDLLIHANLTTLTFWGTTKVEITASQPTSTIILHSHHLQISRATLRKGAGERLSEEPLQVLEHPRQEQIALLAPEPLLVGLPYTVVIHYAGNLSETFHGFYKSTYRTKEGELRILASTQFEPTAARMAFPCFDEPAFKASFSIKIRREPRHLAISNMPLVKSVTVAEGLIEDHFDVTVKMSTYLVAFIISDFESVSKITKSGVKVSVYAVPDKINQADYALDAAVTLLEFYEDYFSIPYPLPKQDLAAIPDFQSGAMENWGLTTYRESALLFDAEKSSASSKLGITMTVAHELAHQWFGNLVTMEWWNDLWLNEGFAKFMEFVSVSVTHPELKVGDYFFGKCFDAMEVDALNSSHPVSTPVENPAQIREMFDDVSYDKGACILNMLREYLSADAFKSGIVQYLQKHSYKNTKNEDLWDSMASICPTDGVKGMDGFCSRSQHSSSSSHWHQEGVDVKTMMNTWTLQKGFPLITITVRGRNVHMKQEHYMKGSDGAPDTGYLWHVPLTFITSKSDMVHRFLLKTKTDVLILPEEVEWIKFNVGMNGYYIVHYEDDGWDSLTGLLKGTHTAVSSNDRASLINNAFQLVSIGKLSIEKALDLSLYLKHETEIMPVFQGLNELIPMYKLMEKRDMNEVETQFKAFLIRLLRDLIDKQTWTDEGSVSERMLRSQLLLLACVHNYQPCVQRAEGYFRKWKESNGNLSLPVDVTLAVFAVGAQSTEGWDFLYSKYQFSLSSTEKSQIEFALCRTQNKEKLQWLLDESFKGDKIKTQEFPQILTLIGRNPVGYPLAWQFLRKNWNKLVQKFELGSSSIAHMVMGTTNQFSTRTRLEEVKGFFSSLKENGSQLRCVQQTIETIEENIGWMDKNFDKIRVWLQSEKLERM
# RAD54 inh: inhibitors of human RAD54 branch migration; AID 602329; RAD54 Holliday junction branch migration, FAM/BHQ fluorescence; Q92698; hit rate 0.14% among 360,000; inhibition, % at 10.4 µM;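 active = mean normalized replicate activity at least 40 and at least half of replicates scoring 40 or more; inconclusive = only one of the two criteria met; inactive = mean below 40 and under half of replicates reaching 40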;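 also: 0% = median of neutral control wells and 100% = median of positive control wells; inhibitors cause a drop in the FAM fluorescence signal; in these data hits start at about 50%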
# E-sel inducer: induces E-selectin expression in human endothelial cells; HUVEC E-selectin immunofluorescence imaging; normalized: neutral wells 0, TNF-alpha wells 100; hit rate 0.37% among 260,000; activation, % at 7.58 µM; P16581;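 active = mean E-selectin-positive cell signal at least 10% of the positive control, reached in at least 60% of replicates, without over 20% cell loss; inconclusive = no rule given, readout overlaps actives, possibly toxicity-flagged; inactive = the rest, including those meeting only one limit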;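 also: in these data hits start at about 27%; measured in HUVEC primary endothelial cells; signal is the percent of cells scored E-selectin positive by PE staining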
#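 System: HUVEC, human umbilical vein endothelial cells; quantity: 3,000 cells/well; buffer or medium: EGM-2 medium, gelatin-coated wells; dosing: single-point compound dose; detection: immunofluorescence imaging; evaluation: % PE-positive cells; benchmarks: TNF-alpha, DMSO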
# S100A4 inh HTS: S100A4-myosin IIA interaction inhibition; P26447; inhibition, % at 10.7 µM; S100A4/TAMRA-MyoIIA peptide fluorescence polarization; hit rate 0.14% among 360,000;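 active = mean inhibition of at least 70% across replicates, with every replicate also reaching that level; inconclusive = mean inhibition reaches 70% but some replicates fall short; inactive = mean inhibition below 70%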
# Target sequence (P26447 whole entry, looked up): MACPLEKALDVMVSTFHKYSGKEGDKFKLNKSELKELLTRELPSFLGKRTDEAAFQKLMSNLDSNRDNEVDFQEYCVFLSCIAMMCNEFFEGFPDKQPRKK
#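 System – human S100A4 monomer protein, biochemical binding assay · Buffer or medium – Calcium-containing HEPES buffer, pH 7.2 · Timing – 5 min between mix addition and reading · Also added – TAMRA-labelled myosin IIA heavy-chain peptide probe, 5 nM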
# RAD52 inh: inhibitors of human RAD52 DNA annealing; P43351; recombinant RAD52 DNA annealing, FRET fluorescence; inhibition, % at 18.7 µM; hit rate 0.46% among 360,000;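 active = every replicate showing at least 50% inhibition; inconclusive = mean inhibition at least 50% but not in every replicate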
# Active calls of the source: *; ? = inconclusive; / = no result given.
no. | mol | Xi reactivation | ERp5 inh | esBAF inh | ERAP1 HTS inh | RAD54 inh | E-sel inducer | S100A4 inh HTS | RAD52 inh
1 | COc1ccc(OCC(O)CNC(=O)c2cccs2)cc1 (configuration not stated) | 0.1 | -2 | / | 7 | / | 0.1 | 0 | -30
2 | CC1CCCC(NC(=O)c2ccc(COc3ccccc3)o2)C1C (configuration not stated) | 0.0 | -16 | / | 4 | -1 | -0.7 | -6 | -14
3 | CC(C)N(C(=O)CSc1nc2c([nH]1)c(=O)n(C)c(=O)n2C)c1ccccc1 | 0.0 | 0 | 2 | 0 | -5 | -0.2 | 17 | 0
4 | C[C@H](CO)N1C[C@H](C)[C@@H](CN(C)CC2CCCCC2)Oc2ccc(NC(=O)Nc3ccc(F)cc3)cc2CC1=O | 0.1 | -3 | -1 | 2 | 2 | -0.1 | -3 | 21
5 | CCNC(=O)C[C@@H]1CC[C@H]2[C@@H](COC[C@H](O)CN2C(=O)C2CCCC2)O1 | 0.1 | -10 | 0 | 0 | -3 | -0.2 | -47 | -41
6 | COc1ccc(CCN2C(=O)CC(Cc3ccccc3)C2=O)cc1OC (configuration not stated) | 0.1 | 1 | / | -4 | / | / | -3 | -3
7 | Cc1ccc(S(=O)(=O)N2CCN(C(=O)COC(=O)c3ccccn3)CC2)c(C)c1 | 0.0 | 3 | / | 0 | / | 2.2 | 0 | -10
8 | Cc1nc2ccccc2nc1OCc1cccc([N+](=O)[O-])c1 | 0.0 | -4 | 1 | -1 | -6 | / | 4 | -10
9 | CCOC(=O)C1CCN(C(=O)CNC(=O)c2nn(-c3ccc(OC)cc3OC)c(=O)c3ccccc23)CC1 | 0.5 | 2 | 6 | -3 | 1 | -0.2 | -5 | -22
10 | CNC(=O)OCc1snc(-c2ccccc2)c1COC(=O)NC | 0.6 | 3 | 3 | 3 | 3 | -0.1 | -2 | -6
11 | Cc1ccc(-c2nc3ncccc3o2)cc1NC(=O)c1sc2ccccc2c1Cl | / | -3 | -8 | -1 | -9 | / | 0 | -13
12 | CC(OC(=O)c1ccccc1NCCO)C(=O)Nc1ccc(S(=O)(=O)N2CCOCC2)cc1 (configuration not stated) | 0.2 | 1 | 12 | -6 | 5 | / | -2 | -10
13 | O=C(C1CC1)N1CCCCN2[C@H](CO)[C@H](c3ccc(C#CC4CCCC4)cc3)[C@H]2C1 | -0.1 | 2 | -4 | -1 | -31 | -0.4 | 5 | 6
14 | Cc1ccccc1S(=O)(=O)N(C)C[C@@H]1OCc2ccccc2-c2ccccc2C(=O)N([C@@H](C)CO)C[C@H]1C | -1.0 | 6 | -9 | 1 | 4 | -0.4 | -7 | 17
15 | O=c1c(Cl)c(N2CCOCC2)cnn1-c1nc2ccccc2[nH]1 | 0.0 | 0 | / | 2 | / | 1.7 | 2 | -6
16 | O=C(c1ccccc1)c1ccc(Sc2ccc([N+](=O)[O-])cc2)cc1 | -0.1 | -2 | / | 0 | / | 2.3 | -3 | -11
17 | COc1ccccc1CC(=O)NC1CCC(C)CC1 (configuration not stated) | 0.6 | -5 | -6 | -1 | / | / | 11 | -14
18 | O=C(Nc1ccc2c(c1)[C@H]1C[C@H](CC(=O)N3CCCCC3)O[C@H](CO)[C@H]1O2)Nc1ccccc1F | 0.0 | 5 | 10 | 0 | -6 | -0.3 | -7 | 5
19 | COc1ccc(-c2cc3ccc(OCC(=O)NCC4CCC(C(=O)O)CC4)cc3oc2=O)cc1 (configuration not stated) | / | -2 | 9 | -9 | 3 | / | -5 | -3
20 | CSCCOC(=O)c1[nH]c2c(c1C)C(=O)CC(c1ccco1)C2 (configuration not stated) | 0.8 | ? | -36 | / | -4 | 9.2 | -2 | -20
21 | O=C(N/N=C/c1cccc2cccnc12)[C@H]1C[C@@H]1c1ccccc1 | 0.0 | 1 | / | 0 | / | 5.0 | -5 | -11
22 | COC(=O)Cn1c(C(O)c2ccccc2)nc2ccccc21 (configuration not stated) | 0.0 | 3 | -1 | 0 | 5 | 0.0 | 4 | -14
23 | Cc1ccc(OCCNC(=O)CNC(=O)c2ccc3c(c2)OCO3)cc1 | 0.1 | 1 | 2 | 4 | 1 | 2.1 | -2 | -18
24 | CON(C)S(=O)(=O)c1cccc(C(=O)Nc2cccc(S(=O)(=O)NC3=NCCCCC3)c2)c1 | 0.1 | -7 | 23 | -1 | 3 | 1.6 | 25 | -23
25 | COc1ccc(N(CC(=O)N2CCc3ccccc3C2)S(=O)(=O)c2c(C)[nH]c(=O)[nH]c2=O)cc1 | -0.1 | 3 | -5 | 3 | 3 | -0.2 | 8 | -2

# Only ERp5 inh (6 entries from above):
No.	SMILES	ERp5 inh
11	Cc1ccc(-c2nc3ncccc3o2)cc1NC(=O)c1sc2ccccc2c1Cl	-3
12	CC(OC(=O)c1ccccc1NCCO)C(=O)Nc1ccc(S(=O)(=O)N2CCOCC2)cc1 (configuration not stated)	1
13	O=C(C1CC1)N1CCCCN2[C@H](CO)[C@H](c3ccc(C#CC4CCCC4)cc3)[C@H]2C1	2
14	Cc1ccccc1S(=O)(=O)N(C)C[C@@H]1OCc2ccccc2-c2ccccc2C(=O)N([C@@H](C)CO)C[C@H]1C	6
15	O=c1c(Cl)c(N2CCOCC2)cnn1-c1nc2ccccc2[nH]1	0
16	O=C(c1ccccc1)c1ccc(Sc2ccc([N+](=O)[O-])cc2)cc1	-2

# Further records follow.
no. | mol | Xi reactivation | ERp5 inh | esBAF inh | ERAP1 HTS inh | RAD54 inh | E-sel inducer | S100A4 inh HTS | RAD52 inh
26 | O=C(C[C@@H]1CC[C@H](NC(=O)c2ccncc2)[C@@H](CO)O1)Nc1ccccc1 | -0.3 | 5 | -3 | 2 | -1 | -0.2 | 15 | 1
27 | C[C@H]1CN([C@@H](C)CO)C(=O)c2cc(-c3ccccc3)cnc2O[C@@H]1CN(C)C(=O)C1CCOCC1 | -1.0 | -5 | -2 | 0 | 0 | 0.6 | 5 | 2
28 | Cc1cccc(C)c1NC(=S)N(CCN(C)C)Cc1cccs1 | -0.1 | 0 | / | -3 | / | / | 1 | -11
29 | CCOc1ccc(S(=O)(=O)N2CCCC(C(=O)N3CCOCC3)C2)cc1 (configuration not stated) | -0.1 | -25 | 1 | -1 | 2 | -0.1 | 0 | 0
30 | COc1ccc(-c2cc(C(=O)Nc3sc4c(c3C#N)CCCC4)c3ccccc3n2)cc1 | 0.0 | 2 | 4 | 2 | 2 | / | -2 | -20
31 | CCNC(=O)C1(C)CCN(C(=O)c2ccccc2OC(F)(F)F)C1 (configuration not stated) | -0.2 | -6 | 4 | 0 | 4 | 0.0 | -1 | -10
32 | CC(NC(N)=O)C(=O)Nc1ccc(Cl)c(S(=O)(=O)Nc2ccc(Br)cc2)c1 (configuration not stated) | -0.1 | 2 | -2 | -9 | -7 | / | -9 | -33
33 | COc1ccc(C(=O)CC(=O)C(=O)Nc2ccc(OC)c(Cl)c2)cc1 | 0.3 | 2 | -9 | -2 | -23 | 0.1 | -5 | -19
34 | O=C(CSc1ccc(F)cc1)NC1CCCCC1 | 0.2 | 2 | / | -5 | / | / | 4 | -4
35 | C/C=C/c1ccc2c(c1)O[C@H](CN(C)C(=O)c1ccccc1F)[C@H](C)CN([C@@H](C)CO)S2(=O)=O | -1.1 | 2 | -3 | 0 | 4 | -0.6 | 2 | 19
36 | CC(=O)NC(Cc1ccc(F)cc1)C(=O)NC1CCN(c2ncccc2[N+](=O)[O-])CC1 (configuration not stated) | -0.8 | 2 | / | 5 | / | 1.9 | -7 | -14
37 | C[C@@H]1CN([C@H](C)CO)C(=O)c2cc(NC(=O)C3CCCCC3)ccc2O[C@@H]1CN(C)C | 0.1 | 4 | 1 | 2 | 0 | 0.8 | 5 | 1
38 | O=[N+]([O-])c1ccc(N=NN(CCO)CCO)cc1 | 0.0 | 0 | / | 5 | / | 0.0 | 1 | -11
39 | COc1ccc(CNC(=O)CCc2cc(OC)c(OC)c(OC)c2)cc1 | 0.1 | -6 | 3 | -10 | 1 | -0.1 | -6 | -14
40 | OC(c1ccccc1)c1ccncc1 (configuration not stated) | -0.1 | -6 | -2 | 2 | -2 | 0.0 | 1 | -7
41 | O=[N+]([O-])c1ccc(N2CCN(S(=O)(=O)c3ccc(Cl)c(Cl)c3)CC2)cc1NCCN1CCOCC1 | 0.1 | -2 | / | 2 | / | -0.5 | 12 | -14
42 | COc1ccc(S(=O)(=O)Nc2ccc3c(c2)C(=O)N([C@@H](C)CO)C[C@@H](C)[C@@H](CN(C)C(=O)Nc2cccc4ccccc24)OCCCC[C@@H](C)O3)cc1 | -1.3 | / | -3 | / | 2 | -0.1 | / | /
43 | C[C@@H]1CCCCO[C@H](CN(C)S(=O)(=O)c2cn(C)cn2)[C@H](C)CN([C@@H](C)CO)C(=O)c2cc(NS(=O)(=O)c3cn(C)cn3)ccc2O1 | 0.2 | -2 | -1 | -1 | -5 | -0.3 | 2 | 9
44 | CCCC(=O)Nc1ccc2c(c1)OC[C@H](C)N(C(=O)c1ccccn1)C[C@@H](C)[C@H](OC)CN(C)C2=O | 0.2 | 0 | -3 | -3 | 0 | -0.1 | 0 | -9
45 | C[C@H](CO)N1C[C@H](C)[C@H](CN(C)S(=O)(=O)c2cccc(F)c2)Oc2ncc(-c3cccc(C(F)(F)F)c3)cc2C1=O | 0.1 | -7 | 1 | -1 | 2 | 0.2 | -19 | 4
46 | CN(CCOc1ccc(Br)cc1)C(=O)CNC(=O)c1ccc2ccccc2c1 | 0.2 | 1 | 2 | 0 | -5 | / | -2 | 6
47 | N#Cc1c(-c2ccccc2)ccnc1N1CCOCC1 | 0.3 | -2 | / | -3 | / | -0.1 | -5 | -2
48 | CCc1cc(=O)oc2c(C)c(OCC(=O)NCc3ccccn3)ccc12 | 0.0 | 1 | -2 | 0 | 4 | / | 6 | -12
49 | COc1cccc2c1CCC(NC(C)=O)C2=O (configuration not stated) | 0.1 | 2 | / | 4 | -12 | / | -3 | -9
50 | COCc1ccc(C(=O)N2CCCC(CNC(=O)c3ccc(F)cc3)C2)o1 (configuration not stated) | -0.1 | -1 | 1 | 3 | -5 | 0.1 | -10 | -15
51 | Cc1ccc(NC(=O)NCc2cccnc2)cc1C | 0.0 | 7 | / | 4 | 3 | -0.4 | 3 | -11
52 | C[C@H]1CN([C@@H](C)CO)C(=O)c2cccc(NC(=O)Nc3ccc(C(F)(F)F)cc3)c2O[C@H]1CN(C)C(=O)NC1CCCCC1 | 0.0 | -1 | 4 | 0 | -10 | -0.1 | 5 | 12

# In the list so far, 4 have an NH in an aromatic ring.
no. | mol | Xi reactivation | ERp5 inh | esBAF inh | ERAP1 HTS inh | RAD54 inh | E-sel inducer | S100A4 inh HTS | RAD52 inh
3 | CC(C)N(C(=O)CSc1nc2c([nH]1)c(=O)n(C)c(=O)n2C)c1ccccc1 | 0.0 | 0 | 2 | 0 | -5 | -0.2 | 17 | 0
15 | O=c1c(Cl)c(N2CCOCC2)cnn1-c1nc2ccccc2[nH]1 | 0.0 | 0 | / | 2 | / | 1.7 | 2 | -6
20 | CSCCOC(=O)c1[nH]c2c(c1C)C(=O)CC(c1ccco1)C2 (configuration not stated) | 0.8 | ? | -36 | / | -4 | 9.2 | -2 | -20
25 | COc1ccc(N(CC(=O)N2CCc3ccccc3C2)S(=O)(=O)c2c(C)[nH]c(=O)[nH]c2=O)cc1 | -0.1 | 3 | -5 | 3 | 3 | -0.2 | 8 | -2

# Bioassay records (PubChem BioAssay)
